# Tat transport: E. coli Tat export inhibitors, primary screen, MC4100, TorA-mCherry reporter, fluorescence, single point. AID 488895, 2010. inhibition, % at 10 µM. hit rate 0.036% among 340,000;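 active = mean replicate inhibition at least 50% and at least half of replicates individually reaching 50%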;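 note: exported cargo escapes ClpAP degradation while cytoplasmic cargo is degraded and loses fluorescence; 0% = median of neutral control wells and 100% = median of NaSCN control wells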
# PKA-R2B activ: activators of PKA-R2B holoenzyme, primary screen, biochemical, fluorescence polarization, Cy5-IP20, human; PKA-R2B holoenzyme dissociation; R2B truncated from residue 108, S112A mutant; 0% DMSO only, 100% 113 µM cGMP; activation, % at 11.4 µM; hit rate 0.079% among 340,000; AID 504700, 2011;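 active = activation above a cutoff set at the mean over all compounds plus 3 SD, cut at about 18% in these data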;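 note: higher means more holoenzyme dissociation and a rise in polarization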
# Target sequence (P31323 whole entry, looked up, other chains not shown, the tested form may be a part): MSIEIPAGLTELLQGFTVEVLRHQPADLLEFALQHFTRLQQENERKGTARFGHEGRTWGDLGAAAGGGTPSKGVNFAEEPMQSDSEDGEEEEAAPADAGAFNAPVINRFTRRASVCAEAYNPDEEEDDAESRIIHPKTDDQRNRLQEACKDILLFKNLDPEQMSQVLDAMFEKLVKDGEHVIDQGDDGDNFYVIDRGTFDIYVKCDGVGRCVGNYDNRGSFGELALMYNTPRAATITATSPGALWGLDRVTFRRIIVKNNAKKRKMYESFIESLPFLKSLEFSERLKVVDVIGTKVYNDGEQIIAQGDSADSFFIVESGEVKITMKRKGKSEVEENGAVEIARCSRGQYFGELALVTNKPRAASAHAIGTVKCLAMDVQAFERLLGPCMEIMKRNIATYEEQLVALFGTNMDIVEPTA
# MOR-DOR inv ag: inverse agonists of MOR-DOR heterodimerization, primary screen, cell-based, luminescence; Mu-type opioid receptor (Homo sapiens) + Delta-type opioid receptor (Homo sapiens), …; cell-based MOR-DOR heterodimer luminescence, inverse agonism; inhibition, % at 9.3 µM; hit rate 0.21% among 340,000; in the data active = inhibition above about 22%, passing the limit was not always enough;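 note: 0% = cells with DMSO and 100% = wells without cells with DMSO; values of inactives mirror those of a sister screen read the other way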
# PfHsp90 yeast 2: growth inhibition of PfHsp90-expressing yeast, primary screen, antimalarial PfHsp90 inhibitor project, S. cerevisiae, BacTiter-Glo luminescence, single point, set 2; inhibition, % at 9.4 µM; hit rate 0.32% among 310,000; AID 504621, 2011; BacTiter-Glo ATP, 48 h; yeast lacking PDR1 and PDR3 efflux regulators;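 active = every replicate shows inhibition above about 80%, whatever the replicate mean, limit read from the data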;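 note: 0% = DMSO neutral controls and 100% = 20 µM radicicol positive controls; yeast relying on Plasmodium falciparum Hsp90 in place of its own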
# phage Ecoli inh: growth loss of phage-infected E. coli, primary screen, RecBCD inhibitor project, absorbance, with phage, HTS. hit rate 0.26% among 360,000. AID 651602, 2012. inhibition, % at 11.9 µM; in the data active = inhibition above about 11%
# MOR-DOR ag: agonists of OPRM1-OPRD1 heterodimerization, primary screen, cell-based, luminescence. hit rate 0.3% among 340,000. AID 504326, 2011. cells. activation, % at 9.3 µM; in the data active = activation above about 18%;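 note: 0% = vehicle-treated cells and 100% = reference agonist; values of inactives mirror those of a sister screen read the other way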
# Mot1-301 SUMO: yeast Mot1-301 growth rescue at high temperature, primary screen, SUMOylation pathway inhibitor project, S. cerevisiae, ATP luminescence, 38.5C | S. cerevisiae Mot1-301 growth rescue; percent above DMSO median, 100 means doubled | growth rescue, % at 18.8 µM | hit rate 1% among 320,000 | AID 2716, 2010;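 active = every valid replicate shows activation above 250% relative to neutral control wells; inactive = the rest, any valid replicate at or below 250%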;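 note: OY570 slx delta 5 strain wells were the positive control but not used for scaling; some compounds called inactive have numbers as strong as hits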
# PKA-R1A act: activators of PKA-R1A holoenzyme, primary screen, biochemical, fluorescence polarization, Cy5-IP20, bovine R1A, mouse PKAc | hit rate 0.083% among 340,000 | PKA-R1A dissociation; scaled: DMSO 0%, 113 µM cGMP 100% | cAMP-dependent protein kinase type I-alpha regulatory subunit (Bos taurus) + … | activation, % at 11.4 µM;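 active = percent activation above the mean of all tested compounds plus 3 SD, cut at about 19% in these data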;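 note: higher means more PKAc released from R1A so a rise in polarization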
# HTR5A inv ctr: HTR5A inverse agonists in luminescence cell assay, primary screen, counter-screen for OPRM1-OPRD1 heterodimer inverse agonist project, full-deck HTS; HTR5A cell line, inverse agonism; 5-hydroxytryptamine receptor 5A (Homo sapiens), P47898; hit rate 0.083% among 340,000; inhibition, % at 9.3 µM; AID 504634, 2011; in the data active = inhibition mostly above about 23%, no sharp cut-off; inactive = mostly below about 18%;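 note: 0% = cells with DMSO and 100% = no-cell wells with DMSO; some compounds called inactive have numbers as strong as hits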
# Target sequence (P47898 whole entry, looked up): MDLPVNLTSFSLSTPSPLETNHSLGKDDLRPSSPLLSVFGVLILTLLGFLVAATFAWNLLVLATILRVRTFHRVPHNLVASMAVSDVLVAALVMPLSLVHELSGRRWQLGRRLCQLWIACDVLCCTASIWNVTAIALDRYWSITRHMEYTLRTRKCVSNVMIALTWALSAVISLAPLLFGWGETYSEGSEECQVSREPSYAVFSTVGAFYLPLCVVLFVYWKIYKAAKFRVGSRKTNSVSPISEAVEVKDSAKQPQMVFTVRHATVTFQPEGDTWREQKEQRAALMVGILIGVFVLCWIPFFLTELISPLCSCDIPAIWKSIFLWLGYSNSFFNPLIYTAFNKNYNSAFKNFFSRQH
# AddAB inh: growth inhibition of E. coli expressing H. pylori AddAB, primary screen, AddAB inhibitor project, absorbance | inhibition, % at 11.9 µM | hit rate 0.29% among 330,000; in the data active = inhibition above about 12%;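 note: 0% = vehicle wells of infected cells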
# E coli growth: E. coli V3065 growth inhibition, primary screen, counter-screen for AddAB inhibitor project, absorbance, OD600. inhibition, % at 11.9 µM. AID 449728, 2010. hit rate 0.27% among 330,000. 18 h;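 active = inhibition above the campaign's mean inhibition across all tested compounds plus 3 SD, cut at about 9.9% in these data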;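 note: uninfected addAB+ strain grown without phage in ampicillin broth; 0% = DMSO wells and 100% = ciprofloxacin 0.95 µg/ml wells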
# Active calls of the source: *; · = no result given.
SMILES,Tat transport,PKA-R2B activ,MOR-DOR inv ag,PfHsp90 yeast 2,phage Ecoli inh,MOR-DOR ag,Mot1-301 SUMO,PKA-R1A act,HTR5A inv ctr,AddAB inh,E coli growth
O=C(CN1C(=O)NC(Cc2c[nH]c3ccccc23)C1=O)NCC(F)(F)F (stereo not given),-2,-1,13,16,0.7,-2.8,213,9,-24,0.5,-1.7
COC(=O)c1c(C)[nH]c(C(=O)NCc2ccco2)c1C,-3,-2,10,·,0.3,-2.0,350,0,8,4.9,-1.2
CCOC(=O)c1nc(NCc2ccccc2C)c2ccccc2n1,-4,13,18,9,2.2,-3.6,31,5,18,0.8,-2.2
O=C(N1CCCC1)C12CC3CC(CC(C3)C1)C2,4,-9,6,-1,1.2,-1.1,9,0,-19,4.1,2.6
c1csc(-c2noc(CN3CCOCC3)n2)c1,-4,1,14,-17,0.8,-2.9,61,3,-14,-0.2,-1.4
CCc1cccc(NC(=O)C2CCCN2S(=O)(=O)c2ccc3c(c2)n(C)c(=O)c(=O)n3C)c1 (stereo not given),-3,-12,16,-46,-1.8,-2.9,-22,7,-11,-0.2,0.0
Cc1ccc(N(CC(=O)NCc2ccco2)S(=O)(=O)c2ccccc2)cc1,2,-7,10,-10,0.0,-1.8,13,-1,-2,3.1,-2.7
CCCCn1c(N)c(N(C(=O)CSc2nnnn2-c2ccc(C)cc2)C2CCCC2)c(=O)[nH]c1=O,1,-9,5,-3,-1.0,-1.0,·,2,15,·,·
Cc1ccc(S(=O)(=O)Nc2ccccc2CNc2c(C)n(C)n(-c3ccccc3)c2=O)cc1,5,5,2,8,0.8,-0.3,74,-9,3,2.0,0.9
CCCCc1c(C)c(C#N)c2nc3ccccc3n2c1NCCN(C)C,-16,8,9,18,-0.2,-1.8,·,-1,-3,·,·
O=C(CN1C(=O)C2CC=CCC2C1=O)Nc1nc2ccccc2s1 (stereo not given),2,-12,2,-18,4.6,-0.3,-4,-7,20,4.0,0.1
CCC1=C(OC(=O)N(CC)CC)N2C(=O)OC(=NCC3CC3)[C@]2(C)[C@H]2C1=CC[C@H]1C(=O)N(CC(=O)OC)C(=O)[C@H]12,-8,6,10,2,0.8,-1.9,4,-1,19,3.2,-0.7
COc1ccc(C(=O)c2oc3nc(C)cc(C)c3c2N)cc1,1,4,2,-5,0.8,-0.4,2,2,-3,-0.8,-3.4
COc1ccc(NC(=O)COC(=O)CCC2CCCCC2)cc1,-16,-5,-41,-9,3.0,8.1,8,-20,-11,-2.3,0.7
O=C(C1=C[C@@H](C2CC2)C[C@@H](OCc2ccc(CO)cc2)O1)N1CCOCC1,18,-1,1,9,3.6,-0.2,-10,-11,2,4.4,4.3
O=C(O)CCCCCn1c(SCC(=O)c2ccc(O)c(O)c2)nc2ccsc2c1=O,-19,-3,-6,-6,-2.2,1.2,-11,6,-25,1.4,-2.4
O=C(O)COc1ccc(/C=C/C(=O)c2ccc3ccccc3c2)cc1,-8,-2,3,-11,·,-0.4,136,-2,7,4.4,-1.1
Cc1ccc(S(=O)(=O)NC2CCOC(C)(C)C2)cc1 (stereo not given),3,-1,3,-10,1.6,-0.5,-11,-6,12,1.8,2.1
Cc1ccc(OCc2n[nH]c(=S)n2-c2ccc(Cl)cc2)cc1,-2,-9,20,4,1.3,-4.0,10,-15,-20,3.5,-3.5
O=C(CNC(=O)N1CC(=O)Nc2ccccc21)Nc1cccc(F)c1,-3,-9,16,-14,1.8,-3.1,21,-7,2,0.9,-2.8

# Whole records, quoted from the list. Values in the order: Tat transport	PKA-R2B activ	MOR-DOR inv ag	PfHsp90 yeast 2	phage Ecoli inh	MOR-DOR ag	Mot1-301 SUMO	PKA-R1A act	HTR5A inv ctr	AddAB inh	E coli growth
# O=C(O)CCCCCn1c(SCC(=O)c2ccc(O)c(O)c2)nc2ccsc2c1=O as listed: -19	-3	-6	-6	-2.2	1.2	-11	6	-25	1.4	-2.4
# COc1ccc(NC(=O)COC(=O)CCC2CCCCC2)cc1 as listed: -16	-5	-41	-9	3.0	8.1	8	-20	-11	-2.3	0.7
# COc1ccc(C(=O)c2oc3nc(C)cc(C)c3c2N)cc1 as listed: 1	4	2	-5	0.8	-0.4	2	2	-3	-0.8	-3.4
# O=C(C1=C[C@@H](C2CC2)C[C@@H](OCc2ccc(CO)cc2)O1)N1CCOCC1 as listed: 18	-1	1	9	3.6	-0.2	-10	-11	2	4.4	4.3
# O=C(CN1C(=O)C2CC=CCC2C1=O)Nc1nc2ccccc2s1 (stereo not given) as listed: 2	-12	2	-18	4.6	-0.3	-4	-7	20	4.0	0.1

# Later entries:
SMILES,Tat transport,PKA-R2B activ,MOR-DOR inv ag,PfHsp90 yeast 2,phage Ecoli inh,MOR-DOR ag,Mot1-301 SUMO,PKA-R1A act,HTR5A inv ctr,AddAB inh,E coli growth
COCc1cc(C)nc2oc(C(=O)c3ccccc3)c(N)c12,-1,-7,6,26,2.2,-1.4,-7,-6,7,1.7,-0.4
CCn1ncc(CNC(=O)CCCSc2nc(-c3ccco3)cc(C(F)(F)F)n2)c1C,2,-5,6,16,-0.5,-1.1,0,-18,3,-2.9,-0.3
N#Cc1ccsc1NC(=O)CCc1ccccc1,8,-11,2,15,0.7,-0.5,-14,1,-8,1.0,-0.4
NC(=O)C1CCN(C(=O)c2cc(S(=O)(=O)N3CCOCC3)ccc2Cl)CC1,29,-5,1,-4,2.2,-0.3,-15,0,2,3.0,-1.4
CCCCNc1nc(-c2ccccc2)nc(-n2ccnc2)n1,-10,-10,-21,·,-0.5,3.6,-2,-6,19,1.6,-0.2
COc1cccc(CNn2cnnc2)c1OCc1ccccc1F,0,3,8,-8,1.3,-1.5,7,-9,-21,-0.9,1.1
Cc1ccc(NS(=O)(=O)c2ccc(C(=O)NCC(c3ccco3)N3CCCCC3)cc2)cc1 (stereo not given),6,0,2,-21,0.6,-0.2,-5,2,-22,2.0,-2.4
CC(C)[C@H](NC(=O)c1ccccc1Br)C(=O)OCc1nc2ccsc2c(=O)[nH]1,-2,-10,14,1,4.0,-2.8,8,-13,-13,0.3,1.2
Cc1cc(S(=O)(=O)N2CCC3(CC2)OCCN3S(=O)(=O)c2cccs2)ccc1F,2,-1,10,·,2.1,-2.0,-15,6,-3,-1.6,-1.6
COc1ccc(C(NC(C)=O)c2cc(Cl)c3cccnc3c2O)cc1 (stereo not given),-5,-3,11,-103,14*,-2.3,-10,5,17,9.8,20*
CC1CN(CC(O)COC(c2ccc(Cl)cc2)c2ccc(Cl)cc2)CC(C)O1 (stereo not given),12,18,-49,7,4.1,9.4,-11,0,2,2.7,0.3
COC(=O)Cc1c(C)nc2nc[nH]n2c1=O,-10,-3,19,19,2.6,-3.7,88,-5,3,5.4,2.3
CCn1c(-c2ccc(-c3ccccc3)cc2)c[nH]c1=S,1,-4,0,-49,-1.4,0.0,14,-13,33*,0.0,0.2
O=C(NCc1ccc2c(c1)OCO2)c1nnc(Cc2ccc(F)cc2)o1,3,-7,0,-19,0.6,-0.1,97,-12,-13,-3.1,-1.4
CN1CCNC(=O)C1CC(=O)NCCc1ccccc1F (stereo not given),-5,-4,13,-16,3.9,-2.5,100,-7,-4,3.2,0.7
CCN(CC)C(=O)CSc1nc2ncc(Br)cc2[nH]1,-1,6,18,11,0.9,-3.9,1,-2,-14,1.8,1.7
COc1ccc(CNC(=O)COC(=O)c2cc(-c3ccc(Cl)s3)nc3ccccc23)cc1,1,1,-3,-19,1.7,0.6,276*,3,4,4.0,-0.4
Cc1c(NC(=O)C(C)OC(=O)C(NC(=O)c2ccco2)C(C)C)c(=O)n(-c2ccccc2)n1C (stereo not given),-5,-4,7,-13,3.4,-1.3,-5,3,-3,1.4,1.1
CCOc1ccc(N2CC(C(=O)OC)CC2=O)cc1 (stereo not given),2,6,14,0,-0.1,-2.4,385*,5,4,2.7,0.5
O=C1C(=O)N(c2nccs2)C(c2ccccc2F)/C1=C(\O)c1ccc2c(c1)OCCO2 (stereo not given),2,3,15,10,-4.4,-2.8,-5,-1,2,2.9,0.4
O=C(COC(=O)c1ccc(Br)cc1)Nc1cccnc1Cl,3,-2,1,5,1.4,-0.2,-6,5,11,2.3,3.0
Cc1cc(NC(=O)Nc2cccs2)no1,-4,1,3,-7,3.1,-0.6,13,12,28,3.7,-0.3
CCOC(=O)/C(C#N)=C\c1ccc(OCC(=O)Nc2ccc(C)cc2C)c(OC)c1,-2,0,15,0,3.8,-2.5,-10,-16,2,1.4,-1.8
COc1ccc(NC(=O)CC2C(=O)N(C)C(=S)N2Cc2ccc3c(c2)OCO3)cc1 (stereo not given),-5,-2,-2,-36,2.5,0.3,-8,-11,-16,1.5,-3.5
NS(=O)(=O)c1ccc(-c2ccc(C=C3C(=O)c4ccccc4C3=O)o2)cc1,7,-19,-16,-5,0.2,2.8,3,-5,-33,4.7,-0.5
COc1cc(/C=C/C(=O)Nc2cc(S(=O)(=O)N3CCOCC3)ccc2N2CCCC2)cc(OC)c1OC,-1,9,1,-11,5.4,-0.2,-5,-3,-1,3.1,2.1
NC(=O)C1CCN(C(=O)c2ccc3nc(N4CCCCC4)sc3c2)CC1,-1,1,22,10,2.4,-4.1,6,-7,-13,0.8,0.7
O=C(NC1CCN(S(=O)(=O)c2ccc(Cl)c(F)c2)CC1)c1cccnc1,-1,-7,10,0,-0.2,-1.9,-1,4,-4,3.0,-1.2
COc1cc(OC)cc(C(=O)N[C@H](C(=O)Nc2c(C)n(C)n(-c3ccccc3)c2=O)C(C)C)c1,-2,-12,12,11,2.0,-3.0,3,-13,19,0.7,-0.7
CCOc1ccc(C(=O)OCc2nnc(-c3cccs3)o2)cc1OC,-7,-8,10,6,5.3,-1.8,8,9,5,1.9,2.6
CCN(CC)S(=O)(=O)c1ccc(N2CCOCC2)c(NC(=O)CN2C(=O)NC(C)(c3ccccc3)C2=O)c1 (stereo not given),13,5,4,·,1.6,-0.6,2,-2,3,0.3,-2.9
C=CCn1c(=NC(=O)c2cc(Cl)sc2Cl)sc2cc(S(N)(=O)=O)ccc21,-2,1,9,-37,1.5,-1.6,-8,4,9,-1.1,-2.1

# Compound activity as filed in PubChem.
